From PubChem BioAssay
Wee1 stabilizer = Wee1 degradation inhibitors, primary screen, cell-based, HeLa, Wee1K328M-luciferase, luminescence; Wee1-like protein kinase (Homo sapiens), P30291; HeLa Luc-Wee1K328M stability; 100% = proteasome inhibitor MG132 effect; reporter increase, % at 5 µM; 1.2% of 220,000 active;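 active = activation above the mean of all tested compounds plus 3 SD, set per screening run, cut at about 8.8% in these data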;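 also: cells exposed to compound for 20 h before luminescence read; 0% = DMSO alone and 100% = MG132 at 30 µM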
Cl transport mod = KCC2 cotransporter modulators, thallium flux, primary screen, cell-based, HEK293 KCC2, FluoZin-2 fluorescence, MLSMR. Solute carrier family 12 member 5 (Homo sapiens), Q9H2X9. KCC2 cells, thallium flux FluoZin-2 fluorescence. B-score of Tl+ flux slope (higher = more flux/activation; lower = inhibition) at 10 µM. 2.2% of 190,000 active. AID 1456, 2008;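 active = thallium flux slope and its plate-corrected score both differing from the plate sample mean at a set confidence after two filtering rounds, in either direction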;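 also: slope of fluorescence scaled to starting intensity during 10 to 20 s after thallium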
FXIIa inh = human FXIIa protease inhibitors, primary screen, biochemical, 1536-well; inhibition, % at 5 µM; purified FXIIa, Boc-QGR-AMC fluorogenic substrate, 2 h; AID 800, 2007; 0.3% of 220,000 active; Coagulation factor XII (Homo sapiens), P00748; in the data active = inhibition above about 40%;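 also: 0% = enzyme with no compound and 100% = blank without enzyme; many of its hits are not listed in these tables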
Target sequence (P00748 20-372 limits assumed): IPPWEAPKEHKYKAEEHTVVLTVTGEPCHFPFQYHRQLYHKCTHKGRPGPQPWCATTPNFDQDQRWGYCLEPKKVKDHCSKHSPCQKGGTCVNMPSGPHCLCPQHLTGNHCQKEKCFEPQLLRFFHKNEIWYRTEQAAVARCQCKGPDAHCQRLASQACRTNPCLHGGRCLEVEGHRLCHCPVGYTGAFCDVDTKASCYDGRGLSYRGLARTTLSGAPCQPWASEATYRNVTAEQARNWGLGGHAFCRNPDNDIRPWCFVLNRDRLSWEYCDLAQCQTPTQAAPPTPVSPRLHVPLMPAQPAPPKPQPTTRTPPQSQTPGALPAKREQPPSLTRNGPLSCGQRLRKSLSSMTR
Target sequence (P00748 373-615 limits assumed): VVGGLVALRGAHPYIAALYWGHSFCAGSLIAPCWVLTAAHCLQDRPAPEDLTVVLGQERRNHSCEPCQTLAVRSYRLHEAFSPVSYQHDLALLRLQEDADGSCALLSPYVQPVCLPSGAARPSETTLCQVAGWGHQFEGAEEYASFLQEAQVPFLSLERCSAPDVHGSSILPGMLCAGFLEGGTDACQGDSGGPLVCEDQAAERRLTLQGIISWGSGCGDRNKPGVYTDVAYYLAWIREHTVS
FXIa inh = human FXIa protease inhibitors, primary screen, biochemical, 1536-well; purified FXIa, Boc-Glu-Ala-Arg-AMC fluorogenic substrate; AID 798, 2007; Coagulation factor XI (Homo sapiens), P03951; inhibition, % at 5 µM; 0.14% of 220,000 active;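 active = inhibition of at least 40%; inactive = inhibition below 40%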;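 also: fluorescence of freed AMC excited at 355 nm; 0% = enzyme without compound and 100% = no enzyme blank; many of its hits are not listed in these tables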
p97 inhibitor = inhibitors of human p97 ATPase, primary screen, biochemical | recombinant p97 ATPase, Kinase-Glo ATP luminescence, 3 h | inhibition, % at 8 µM | 0.42% of 220,000 active; in the data active = inhibition above about 15%;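 also: 0% = DMSO vehicle and 100% = wells lacking enzyme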
thrombin 1536 = human alpha-thrombin inhibitors, primary screen, counter-screen for coagulation protease inhibitor project, biochemical, 1536-well, fluorogenic AMC substrate; Prothrombin (Homo sapiens), P00734; Boc-VPR-AMC fluorogenic substrate cleavage; inhibition, % at 5 µM; 0.26% of 220,000 active; AID 1046, 2008;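 active = inhibition at or above 40%; inactive = inhibition below 40%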;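 also: 0% = enzyme with no compound and 100% = wells without enzyme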
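Material: Human alpha-thrombin protein | Buffer or medium: pH 7.5 Tris-saline with Tween 20 | Reagent: Boc-VPR-AMC substrate, 15 µM final | Schedule: Reaction at ambient temperature | Detection: AMC fluorescence at 355 nm excitation and 460 nm emission | Evaluation: Percent inhibition scaled between no-compound controls and no-enzyme blanks | Controls: no-compound enzyme wells and no-enzyme blanks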
Furin inh = human furin inhibitors, primary screen, biochemical, fluorescence intensity. P09958. purified furin, fluorogenic substrate cleavage. inhibition, % at 30 µM. 0.061% of 220,000 active; in the data active = inhibition above about 25%; also: inactives centre near -15
hK5 inh = human KLK5 protease inhibitors, primary screen, biochemical, 1536-well; Kallikrein-5 (Homo sapiens), Q9Y337; recombinant hK5, fluorogenic AMC substrate cleavage; inhibition, % at 5 µM; 0.59% of 210,000 active;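 active = inhibition of 40% or more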;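 also: 0% = enzyme controls without compound and 100% = no-enzyme blanks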
Target sequence (Q9Y337 67-293 limits assumed): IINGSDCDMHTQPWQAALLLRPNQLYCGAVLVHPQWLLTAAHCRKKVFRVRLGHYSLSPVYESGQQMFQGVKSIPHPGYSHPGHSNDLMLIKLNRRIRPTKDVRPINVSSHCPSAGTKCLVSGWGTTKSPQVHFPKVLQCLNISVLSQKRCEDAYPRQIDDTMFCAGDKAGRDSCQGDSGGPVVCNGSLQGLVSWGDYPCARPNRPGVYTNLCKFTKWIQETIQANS
PERK inhibitor = block of dimerizer-induced PERK translation repression, primary screen, PERK inhibitor project, CHO PERK-DD cells, SEAP luminescence, HTS; Eukaryotic translation initiation factor 2-alpha kinase 3 (Homo sapiens), Q9NZJ5; CHO PERK-DD fusion, SEAP luminescence translation reporter; inhibition, % at 5.6 µM; 0.17% of 220,000 active; AID 1416, 2008;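 active = inhibition above the mean inhibition of all tested compounds plus 3 SD, set separately per screening campaign, cut at about 2.9% in these data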;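 also: PERK kinase domain activated by AP20187 dimerizer at 100 nM; 0% = DMSO with dimerizer and 100% = rapamycin at 8.4 µM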
Starred values were filed as active, the others as inactive; / = not tested or not shown; [ ] = remark or other dose.

SMILES | Wee1 stabilizer | Cl transport mod | FXIIa inh | FXIa inh | p97 inhibitor | thrombin 1536 | Furin inh | hK5 inh | PERK inhibitor
CC(=O)Nc1ccc(S(=O)(=O)Nc2ccc(S(=O)(=O)N3CCCC3)cc2)cc1 | 9.2* | -0.47 | 14 | 9 | 7 | 0 | -12[20 µM] | -12 | 0.6
O=C(CSCC(=O)NC1CC1)Nc1ccccc1 | 1 | / | 30 | 1 | 9 | -13 | -13 | -26 | 1.7
O=C(O)Cc1coc2cc3c(cc12)CCC3 | 3 | -0.44 | 29 | 31 | -1 | 17 | -5 | 31 | 0.2
Cc1ccc(S(=O)(=O)N(CC(=O)N/N=C/c2ccco2)Cc2ccccc2)cc1 | -1 | / | 4 | 0 | -4 | -9 | -15[20 µM] | -15 | -0.9
N#Cc1nc(-c2ccco2)oc1NCCCN1CCOCC1 | -3 | 0.89 | 30 | 11 | 4 | -6 | -8 | -2 | 0.4
Cc1ccc(NS(=O)(=O)c2ccc(NC(=O)c3cccs3)cc2)c(C)c1 | 0 | 0.44 | 5 | 3 | 2 | -7 | -11 | 5 | -1.1
Cc1cc(NC(=O)Cn2nnc(-c3ccccc3N)n2)no1 | -3 | 0.51 | -2 | -9 | -4 | -4 | -15 | 2 | -0.7
C=CCn1cc(C(=O)NCc2cccnc2)c(=O)c2cc(S(=O)(=O)N(CC)CC)ccc21 | 2 | -0.077 | 15 | 7 | -9 | 2 | -19 | -13 | -0.4
CN1Cc2sc(N)c(C#N)c2CC1(C)C | 0 | -0.43 | 19 | 7 | -7 | 1 | -8 | -15 | 0.4
O=C(c1nc2nc(-c3ccc(Cl)cc3)cc(C(F)(F)F)n2n1)N1CCOCC1 | -3 | / | 6 | -8 | -1 | -5 | -27 | 19 | 0.0
COc1ccc(CCNc2nc(-c3cccnc3)cs2)cc1OC | 0 | -0.057 | 9 | 4 | 2 | 3 | -8[20 µM] | 3 | -0.4
COC(=O)c1cc2c(cc1NC(=O)CSCCc1ccccn1)OCO2 | 1 | -0.49 | -23 | -10 | 0 | -5 | -4 | -20 | -0.7
Cc1ccc(CNC(=O)CN2CCC(C(N)=O)CC2)cc1 | -4 | / | 5 | 3 | 7 | 6 | -12 | -11 | 0.7
O=c1c2c(nc3cc(-c4ccccc4)[nH]n13)CCC2 | 8 | 0.9 | -7 | -9 | -2 | 0 | -26 | -23 | -0.4
CCOC(=O)c1cc(-c2cccc([N+](=O)[O-])c2)nc2[nH]c(=O)[nH]c(=O)c12 | 2 | 0.42 | 6 | -4 | 4 | 4 | -20 | -21 | 0.3
Cn1nc([N+](=O)[O-])nc1Oc1ccc(C(C)(C)C)cc1 | 0 | -0.61 | 7 | 4 | 3 | -9 | -24 | -3 | -1.0
COc1cc(C(=O)N2CCN(S(=O)(=O)c3ccc(C)cc3)CC2)ccc1OCc1c(C)noc1C | -1 | -1.9 | 6 | 4 | -9 | 14 | -4 | -12 | -1.3
CCN(CC(=O)NCc1ccc(Cl)cc1)C(=O)/C=C/c1ccco1 | 0 | 0.16 | 9 | -1 | -2 | 0 | -14 | 2 | 0.2
CCOc1ccc(C(=O)COC(C)=O)cc1 | -1 | / | 4 | -4 | -5 | -2 | -16 | -2 | -0.2
O=c1c2ccccc2c(-c2ccccc2)nn1-c1ccccn1 | 4 | -0.15 | 3 | 1 | 7 | -10 | -19 | -3 | -0.1
CC(C)OCCCNC(=O)CNC(=O)c1ccc(Cl)c(Cl)c1 | 0 | 0.89 | 28 | 33 | -6 | -1 | -12 | 32 | 0.2
O=C(CSc1nnnn1Cc1ccccc1)Nc1ccc2c(c1)OCO2 | -2 | -1.2 | 8 | 1 | -2 | 3 | -16[20 µM] | -8 | 0.6
CN(C)c1cc(Nc2ccc(O)cc2)c([N+](=O)[O-])c2nonc12 | -2 | -0.99 | 13 | 1 | 2 | 2 | -18 | 0 | -0.5
CCOc1ccc(N2CC(C(=O)NCCN3C(=O)S/C(=C\c4ccc(OC)cc4)C3=O)CC2=O)cc1 (stereo unspecified) | -1 | 1.6 | 8 | 1 | 4 | -11 | -16 | -9 | 0.9
O=C(N/N=C/c1ccc(-c2cccc(C(F)(F)F)c2)o1)c1cccc(F)c1 | 0 | 12* | 1 | 0 | 0 | -1 | -30[20 µM] | -29 | 0.5
COc1ccc(CC(=O)Nc2cc(C)ccn2)cc1 | -1 | / | -1 | 10 | -1 | 30 | -16[20 µM] | 82* | 0.2
CC1CCN(S(=O)(=O)c2ccc3nc(-c4ccccn4)cc(C(=O)NCCN(C)Cc4ccccc4)c3c2)CC1 | -3 | -0.81 | 66* | 30 | -5 | 34 | -13 | 18 | -0.1
O=C(CNC(=S)NC(=O)c1ccc(Br)o1)c1ccccc1 | 1 | 5.7* | 14 | 8 | 11 | 2 | -24 | 5 | 0.4
CC(=O)c1c(C)[nH]c(C(=O)CSc2ccc(F)cc2)c1C | 7 | -0.36 | -2 | -1 | -6 | -9 | -23 | 6 | 0.5
CNC(=O)CC1C(=O)N(Cc2ccccc2)C(=S)N1NC(=O)c1cccc(F)c1 (stereo unspecified) | -2 | 0.062 | 5 | 10 | 7 | -1 | -15 | -3 | 0.1
Cc1ccc(Cl)cc1NC(=S)NCc1cccn1C | 2 | -0.18 | 15 | 5 | 2 | 4 | -9 | -23 | 0.3
CSc1sc(C(=O)N(C)C)cc1S(=O)(=O)C(C)C | 0 | -0.65 | 11 | 1 | 1 | 0 | -21 | 0 | 0.0
Cc1c(CN2CCC(C)CC2)c(=O)n(-c2ccccc2)n1C | -1 | / | 15 | -3 | 7 | -3 | -33 | -6 | 0.4
Cc1ccc(S(=O)(=O)NCCC(=O)O)cc1 | -2 | -0.75 | 18 | 0 | -5 | 3 | -16[20 µM] | -12 | 1.5
COc1ccc(CSc2ncn[nH]2)cc1[N+](=O)[O-] | 1 | -1 | 7 | 2 | 2 | 0 | -16 | -5 | 0.5
Cc1ccc(C(C)NC(=O)c2ccco2)cc1C (stereo unspecified) | 3 | -0.054 | 13 | -4 | 3 | -1 | -10 | -1 | -0.9
COc1ccc(NC(=O)c2cccnc2SC)cc1S(=O)(=O)N1CCCCC1 | -4 | 0.79 | 5 | 2 | 4 | -10 | -20 | -5 | -0.7
Cc1ccc(-n2nc(-c3ccco3)cc2C(=O)O)c(C)c1 | -2 | -1.4 | 33 | 18 | -3 | 6 | -9 | 2 | 0.7
Cc1sc2nc(CSc3ccc([N+](=O)[O-])cc3)[nH]c(=O)c2c1C | -2 | 0.13 | 10 | 10 | 1 | 0 | -37 | -24 | 0.3
CSc1ncccc1C(=O)N1CCCC(C(=O)c2ccc3ccccc3c2)C1 (stereo unspecified) | 5 | / | 6 | -3 | -1 | -7 | -16 | / | 0.3

For convenience, some entries already given.
SMILES | Wee1 stabilizer | Cl transport mod | FXIIa inh | FXIa inh | p97 inhibitor | thrombin 1536 | Furin inh | hK5 inh | PERK inhibitor
CC(=O)Nc1ccc(S(=O)(=O)Nc2ccc(S(=O)(=O)N3CCCC3)cc2)cc1 | 9.2* | -0.47 | 14 | 9 | 7 | 0 | -12[20 µM] | -12 | 0.6
O=C(CSCC(=O)NC1CC1)Nc1ccccc1 | 1 | / | 30 | 1 | 9 | -13 | -13 | -26 | 1.7
O=C(O)Cc1coc2cc3c(cc12)CCC3 | 3 | -0.44 | 29 | 31 | -1 | 17 | -5 | 31 | 0.2
Cc1ccc(S(=O)(=O)N(CC(=O)N/N=C/c2ccco2)Cc2ccccc2)cc1 | -1 | / | 4 | 0 | -4 | -9 | -15[20 µM] | -15 | -0.9

Later entries
SMILES | Wee1 stabilizer | Cl transport mod | FXIIa inh | FXIa inh | p97 inhibitor | thrombin 1536 | Furin inh | hK5 inh | PERK inhibitor
O=C(/C=C/Nc1ccc(Cc2ccc(N/C=C/C(=O)C(F)(F)F)cc2)cc1)C(F)(F)F | -3 | -0.98 | 4 | 3 | 3 | -3 | -16 | -7 | 0.1
COc1ccc(N2CCN(C(=O)CN(CCc3ccccc3)S(C)(=O)=O)CC2)cc1 | -1 | -0.69 | 11 | 1 | -2 | -3 | -15[20 µM] | 3 | -0.8
CC(=NCc1cccc(Cl)c1)c1nc(-c2ccco2)oc1O | 9.4* | -0.86 | 10 | 1 | 1 | -9 | 9 | -10 | -0.5
O=C(CN1C(=O)C2CC=CCC2C1=O)N1CCN(c2ccc([N+](=O)[O-])cc2)CC1 (stereo unspecified) | 0 | -0.34 | 21 | 11 | -2 | 3 | 14 | 4 | -0.7
Cc1ccc(SCC2CNc3nc4ccccc4c(=O)n32)c(C)c1 (stereo unspecified) | -3 | 0.98 | 12 | 0 | 4 | -4 | -4[20 µM] | -22 | 1.1
CN1CCN(C(c2cccc(C(F)(F)F)c2)c2nnnn2C(C)(C)C)CC1 (stereo unspecified) | -4 | -0.18 | -5 | -8 | 0 | -5 | -28[20 µM] | 11 | 0.2
Cc1ccccc1NC(=S)N(CCCN1CCOCC1)Cc1ccccn1 | -2 | -0.016 | 14 | 9 | -3 | 15 | -1 | 9 | -0.1
Cn1c(=O)[nH]c(=O)c2c1nc(N1CCOCC1)n2CCN1CCOCC1 | 3 | / | -2 | 3 | 2 | -2 | -25 | -1 | 1.5
COc1ccccc1CNCc1cccc(Oc2ccccc2)c1 | 0 | -1.1 | 3 | -4 | -1 | 1 | -19 | -8 | 0.3
O=C1CN(C(=S)Nc2ccc(OC(F)F)cc2)CCN1 | -2 | 0.34 | 6 | 2 | 11 | -8 | -17 | -1 | 2.1
Cc1ccc(NC(=O)C2CCCN(C(=O)c3ccc(Cl)cc3)C2)cc1C (stereo unspecified) | 2 | -0.24 | 10 | 0 | 1 | -3 | -22 | 4 | 1.3
CCn1c(CCNC(=O)c2ccc(C)cc2)n[nH]c1=S | -3 | -0.37 | 2 | -1 | 3 | -4 | -18 | -11 | 1.5
N#CC1(c2ccccc2)CCCN1C(=O)c1ccco1 (stereo unspecified) | -3 | 0.097 | -2 | -10 | 8 | 5 | -28 | -27 | 0.4
Cc1ccc(C(=O)NC(=S)NCCN2CCOCC2)cc1 | -3 | 1.9 | 13 | 5 | 3 | 2 | 6 | -13 | -0.1
CCOC(=O)CC1C(=O)NCCN1C(=O)c1ccc(F)cc1F (stereo unspecified) | 0 | -0.75 | -2 | 3 | -6 | -9 | -7[20 µM] | -21 | -0.7
CN(C)C(=O)c1ccc(-c2cc(C(F)(F)F)nn2C)s1 | 2 | / | 6 | 0 | 3 | -4 | -15 | -3 | -0.2
Cc1cc(C)n2cnnc2n1 | -2 | 0.14 | 1 | -20 | -2 | -4 | -25 | 8 | 0.3
CCCn1cnc2c(sc3nc4c(cc32)CSC(C)(C)C4)c1=O | 6 | / | 12 | 7 | 5 | 3 | -11 | 10 | 1.2
COc1ccc(/C=C/c2nnc(NC(=O)C(C)(C)C)s2)cc1 | 4 | -0.04 | 10 | 4 | 2 | 5 | -22 | 6 | 0.6
